High-throughput results (PubChem)
CHRM4 agonist – CHRM4 agonism in calcium assay | P08173 | 360,000 compounds, 0.14% hits | activation, % at 3 µM | CHO-K1 hM4/Gqi5, Fluo-8 calcium fluorescence; vehicle 0%, full acetylcholine response 100%;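 active = activation above the run mean over all test wells plus 3 SD, cut at about 32% in these data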;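 also: peak over basal fluorescence ratio per well then scaled between controls; 0% = DMSO wells and 100% = acetylcholine at EC100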
Target sequence (P08173 whole entry, looked up): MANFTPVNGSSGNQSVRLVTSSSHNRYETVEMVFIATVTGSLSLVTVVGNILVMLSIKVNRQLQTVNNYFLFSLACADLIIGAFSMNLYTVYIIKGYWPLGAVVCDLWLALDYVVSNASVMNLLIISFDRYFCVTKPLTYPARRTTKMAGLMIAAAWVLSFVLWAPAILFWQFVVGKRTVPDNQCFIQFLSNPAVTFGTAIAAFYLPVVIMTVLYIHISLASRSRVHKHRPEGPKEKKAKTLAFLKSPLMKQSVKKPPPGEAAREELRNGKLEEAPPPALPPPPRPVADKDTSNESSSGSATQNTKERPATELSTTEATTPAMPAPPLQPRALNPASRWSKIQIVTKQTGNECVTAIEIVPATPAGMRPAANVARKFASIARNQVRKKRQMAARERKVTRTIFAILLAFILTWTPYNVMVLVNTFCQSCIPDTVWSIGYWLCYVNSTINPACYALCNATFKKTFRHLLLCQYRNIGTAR
M1 PAM – potentiates human M1 receptor response to acetylcholine; P11229; CHO-K1 hM1, Fluo-8 calcium fluorescence, ACh EC20; 0% = ACh EC20, 100% = maximal ACh; activation, % at 3 µM; 360,000 compounds, 0.088% hits; in the data active = activation above about 19%, passing the limit was not always enough
Target sequence (P11229 whole entry, looked up): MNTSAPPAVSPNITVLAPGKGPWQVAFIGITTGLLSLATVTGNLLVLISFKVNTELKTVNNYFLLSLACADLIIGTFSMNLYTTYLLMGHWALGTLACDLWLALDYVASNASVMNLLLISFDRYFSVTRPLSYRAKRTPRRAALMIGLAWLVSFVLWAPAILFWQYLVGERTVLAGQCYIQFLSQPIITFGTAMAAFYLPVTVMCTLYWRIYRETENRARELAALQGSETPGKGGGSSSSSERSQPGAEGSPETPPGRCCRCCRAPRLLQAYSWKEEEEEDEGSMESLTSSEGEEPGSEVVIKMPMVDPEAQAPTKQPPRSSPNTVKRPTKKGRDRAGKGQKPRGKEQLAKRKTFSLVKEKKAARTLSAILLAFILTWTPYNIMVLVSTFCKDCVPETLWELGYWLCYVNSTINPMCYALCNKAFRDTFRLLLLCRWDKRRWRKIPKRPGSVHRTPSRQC
CHRM5 PAM – positive allosteric modulators of human muscarinic M5 receptor. P08912. CHO-K1 hM5, Fluo-8 calcium, ACh EC20 PAM; 0% = ACh EC20, 100% = ACh EC100. activation, % at 3 µM. 360,000 compounds, 0.3% hits. AID 624038;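 active = activation above the run cutoff, the mean activation of all test compounds plus 3 SD, cut at about 18% in these data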
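Test system: CHO-K1 hM5 cells / Doses: single-point, 3 µM nominal / Times: Post-acetylcholine fluorescence recording 140 s / Technique: Fluo-8 calcium fluorescence / Measure: Max/basal fluorescence ratio as % of EC20–EC100 ACh window / Benchmarks: low control EC20 acetylcholine (0%), high control EC100 acetylcholine (100%) / Replicates: one well per compound, no replicates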
CRFR2-BP antag – blocks CRF-induced signaling of the CRF-BP/CRF-R2 complex. 350,000 compounds, 0.59% hits. HEK293 CRF-R2/CRF-BP, CRF-induced calcium fluorescence. inhibition, % at 11.8 µM. AID 588475;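 active = inhibition of the ligand-induced calcium signal above about 50% at the single tested concentration, limit read from the data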
M5 ag – CHRM5 agonism in calcium assay; CHO-K1 hM5 cells, Fluo-8 calcium fluorescence; 0% DMSO wells, 100% maximal acetylcholine response; activation, % at 3 µM; 360,000 compounds, 0.19% hits; AID 624037;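 active = activation above the run's mean over test compounds plus 3 SD, cut at about 23% in these data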;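 also: signal is peak over basal fluorescence ratio across the kinetic read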
M5 antag – antagonists of human muscarinic M5 receptor (CHRM5); CHO-hM5 cells, Fluo-8 calcium fluorescence, ACh EC80; inhibition, % at 3 µM; 360,000 compounds, 0.59% hits; AID 624040;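 active = inhibition above a per-plate cutoff, the mean of that plate's test compounds plus 3 SD, cut at about 27% in these data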;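 also: 0% = acetylcholine EC80 with DMSO and 100% = DMSO without agonist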
CRFR2-BP ag – agonists of human CRF-binding protein/CRF-R2 receptor complex | HEK293 CRF-R2/CRF-BP, calcium dye fluorescence (FLIPR); percent of saturating CRF peptide response | activation, % at 13.2 µM | 350,000 compounds, 0.46% hits;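 active = activation of at least 50%, plus an integration ratio under a set limit after plate pattern correction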;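 also: plate controls were neutral control wells without compound for no effect and CRF at EC100 for full effect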
M4 antag – blocks acetylcholine activation of human M4 receptor | CHO-hM4 cells, ACh EC80, Fluo-8 calcium fluorescence | P08173 | 360,000 compounds, 0.73% hits | inhibition, % at 3 µM;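 active = inhibition above its plate's cutoff, the mean inhibition of sample wells plus 3 SD, cut at about 27% in these data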;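 also: 0% = acetylcholine EC80 with DMSO and 100% = DMSO without agonist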
CHRM4 PAM – positive allosteric modulators of human muscarinic M4 receptor. P08173. CHO-K1 hM4/Gqi5, Fluo-8 calcium fluorescence, ACh EC20; 0% = ACh EC20, 100% = maximal ACh. activation, % at 3 µM. 360,000 compounds, 0.4% hits;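 active = activation above its plate's cutoff, the mean activation of sample wells plus 3 SD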; also: some results filed as inactive read as strong as hits
Starred values were filed as active, the others as inactive; . = not tested or not shown.

item	Compound	CRFR2-BP ag	M4 antag	M1 PAM	M5 ag	CHRM5 PAM	M5 antag	CHRM4 PAM	CRFR2-BP antag	CHRM4 agonist
1	Cc1cccc(C)c1NC(=O)CN(C)CC(=O)N(C)CC(=O)Nc1ccccc1Br	-0.2	8	7	1	-3	7	6	-4	0
2	COc1ccc2c(c1)C(=O)O[C@@H](c1ccccc1)C[C@@H](O)C(=O)CC2	.	-19	.	7	5	-10	5	.	3
3	O=C1CC(c2ccc(F)cc2)CC(O)=C1C=NCCN1CCN(C(=O)Nc2ccccc2)CC1 (stereo unspecified)	-0.1	8	5	-4	2	-2	-1	15	2
4	O=C1NC[C@H](Cc2ccccc2)N(C[C@H]2CCCN2C[C@H](Cc2ccccc2)N2C[C@H](Cc3ccccc3)N(CCc3ccccc3)C(=O)C2=O)C1=O	-1.0	-16	14	2	4	3	6	49	0
5	CCOc1ccc(NC(=O)N2CCN(S(C)(=O)=O)CC2)cc1	-0.3	-5	0	1	8	-10	0	2	1
6	CC1(C)Cc2c(sc3c2c(=N)n(Cc2ccco2)c(=O)n3CC(=O)Nc2cccc(Cl)c2)CO1	1.0	-1	1	-5	6	7	12	5	1
7	C=CCN1C(=O)/C(=C2/Sc3ccccc3N2C)SC1=Nc1c(C)n[nH]c1C	-0.5	-5	5	-3	-1	1	-4	3	3
8	COc1ccc(NC(=O)c2ccc(C(=O)c3ccccc3)o2)cc1	-1.2	-7	-9	-4	-12	1	-4	-28	9
9	Cc1cc(O)cc2c1C(c1ccc(F)cc1)CC1(CC(C)(C)NC(=S)N1)O2 (stereo unspecified)	-0.2	-3	5	0	6	-1	4	-44	2
10	CCC(Sc1nc2cc3c(cc2c(=O)n1Cc1ccco1)OCO3)C(=O)Nc1ccccc1OC (stereo unspecified)	3.2	8	7	0	-4	10	1	45	0
11	O=c1oc2c(CN3CCCCC3)c(O)ccc2cc1-c1nc2ccccc2[nH]1	97*	-6	7	0	-5	-2	20	-71	2
12	COC(=O)c1ccccc1N=Nc1c(C)noc1C	-2.0	-10	3	-4	-2	8	0	5	1
13	CC(C)Cn1c(=O)c2ccccc2n2c(CCC(=O)NC3CCN(Cc4ccccc4)CC3)nnc12	-0.7	-1	8	-6	2	-8	-2	3	1
14	Clc1c(-c2nnc3n2CCCCC3)sc2ccccc12	0.1	-6	8	-3	1	-2	1	0	0
15	C/C(=N\N=C1/NC(=O)C(C)S1)c1ccco1 (stereo unspecified)	0.6	1	5	1	-6	9	5	-1	2
16	COc1cccc(C(=O)NC(=S)Nc2ccc([N+](=O)[O-])cc2C)c1	-3.6	-3	1	-3	0	1	3	-49	0
17	COc1cc(C(=O)N2CCN(C(=O)c3cc(-c4ccc(Br)cc4)n[nH]3)CC2)cc(OC)c1OC	-0.2	-7	3	-1	4	-10	-1	5	6
18	O=C(CSc1ccc(Cl)cc1)NC1CCCC1	-0.1	-3	9	-3	-3	3	4	12	1
19	COc1ccc(S(=O)(=O)n2ccc(-c3ccc(OCCN(C)c4ccccn4)cc3)n2)cc1	4.1	8	-6	-2	-12	7	-7	8	1
20	O=C(c1ccc([N+](=O)[O-])cc1)c1cc2ccc(O)cc2oc1=O	-1.3	-10	4	-1	1	-1	1	3	2

Reprinted: nos. 4–6
item	Compound	CRFR2-BP ag	M4 antag	M1 PAM	M5 ag	CHRM5 PAM	M5 antag	CHRM4 PAM	CRFR2-BP antag	CHRM4 agonist
4	O=C1NC[C@H](Cc2ccccc2)N(C[C@H]2CCCN2C[C@H](Cc2ccccc2)N2C[C@H](Cc3ccccc3)N(CCc3ccccc3)C(=O)C2=O)C1=O	-1.0	-16	14	2	4	3	6	49	0
5	CCOc1ccc(NC(=O)N2CCN(S(C)(=O)=O)CC2)cc1	-0.3	-5	0	1	8	-10	0	2	1
6	CC1(C)Cc2c(sc3c2c(=N)n(Cc2ccco2)c(=O)n3CC(=O)Nc2cccc(Cl)c2)CO1	1.0	-1	1	-5	6	7	12	5	1

(continued)
item	Compound	CRFR2-BP ag	M4 antag	M1 PAM	M5 ag	CHRM5 PAM	M5 antag	CHRM4 PAM	CRFR2-BP antag	CHRM4 agonist
21	CCOC(=O)NN1C(=O)c2ccccc2NC1c1ccc(N(C)C)cc1 (stereo unspecified)	-0.6	3	6	1	2	-3	4	-2	2
22	CCN(CC)CCCNc1cc2n(c(=O)n1)CCc1cc(OC)c(OC)cc1-2	0.6	-9	5	-2	-4	0	7	21	0
23	CC/C(C)=C1\SC(N2CCN(C(C)=O)CC2)=NC1=O	0.3	-12	10	4	7	-10	11	-7	0
24	CCCS(=O)(=O)N1CCC(CCOc2ccccc2)(C(=O)OCC)CC1	-0.5	-1	5	0	-5	13	-9	-15	2
25	COc1ccccc1-n1c(-c2cc(-c3ccco3)[nH]n2)n[nH]c1=S	-2.0	4	11	3	-2	0	0	10	13
26	COc1ccc2[nH]c(=O)c(CN(C(=O)c3cccnc3)c3ccc(C)cc3C)cc2c1	-1.9	-6	3	2	-7	12	-9	6	8
27	COc1cccc(/C=C/C(=O)NCc2cn3cc(Cl)ccc3n2)c1	-4.6	-10	-2	0	3	7	9	10	2
28	CCn1c(CCC(=O)O)nc2cc(S(=O)(=O)N3CCOCC3)ccc21	0.7	-1	9	1	1	0	8	5	1
29	O=C1CCc2cc(S(=O)(=O)Nc3ccccc3)ccc2N1	0.7	7	5	-1	-5	0	3	1	0
30	COc1ccc(-c2noc(CSc3nc(N)cc(=O)[nH]3)n2)cc1	0.4	3	-8	7	-22	6	-15	-6	8
31	COc1ccc(N(CC(=O)NCc2ccc(C)cc2)S(=O)(=O)c2ccccc2[N+](=O)[O-])c(OC)c1	-0.5	-4	-2	-5	-12	2	-3	0	3
32	CN(C)CCC(C(=O)c1ccccc1)c1cccnc1 (stereo unspecified)	-0.5	-3	4	-6	-10	17	1	2	1
33	O=C(CC(c1ccccc1)c1ccccc1O)NCCc1ccccc1 (stereo unspecified)	-1.6	-7	14	-3	-6	8	0	3	5
34	CCNC(=O)CCn1nc(-c2ccc(Cl)cc2)c2ccccc2c1=O	0.3	5	2	-6	-1	0	-3	24	1
35	COc1ccc(CCN2CC(C(=O)N3CCC(OC)CC3)CCC2=O)cc1 (stereo unspecified)	-0.8	10	12	-1	-5	9	-3	2	1
36	O=C(Nc1ccc(-n2ccc(C(F)(F)F)n2)cc1)Nc1cccc(Cl)c1	.	27*	-19	7	-30	38*	-50	.	18
37	COc1ccc(-n2nc(C(=O)O)c3ccccc3c2=O)cc1	1.1	-1	11	3	-5	-4	14	6	-2
38	COc1ccc(N(C(=O)c2snc(C(N)=O)c2N)C(C(=O)NC2CCCC2)c2cccs2)c(OC)c1 (stereo unspecified)	0.3	7	12	-1	-5	13	-5	2	-1
39	CC1(C)C2CCC1(C)C(Nc1ccccc1)C2 (stereo unspecified)	1.9	-4	3	0	8	-10	-5	-6	0
40	COC(=O)C(NC(C)=O)(Nc1sc2c(c1C(N)=O)CCCC2)C(F)(F)F (stereo unspecified)	0.1	2	13	0	1	-2	6	6	1
41	CN1CCC(C(=O)N2CCCC(C(=O)c3ccc4c5c(cccc35)CC4)C2)CC1 (stereo unspecified)	1.0	3	6	-8	4	0	5	2	2
42	CCn1c(SCC(=O)Nc2ccc(N3CCOCC3)c(Cl)c2)nnc1-c1ccc(N)cc1	1.6	12	9	1	-5	4	-4	7	1
43	CCCCNC(=O)Nc1c(C)cc(SC#N)cc1C	-2.3	6	8	-1	0	8	8	-18	1
44	CC(=O)c1ccc(NC(=O)CSc2n[nH]c(-c3cccnc3)n2)cc1	-0.7	6	8	-1	6	1	-3	-5	1
45	O=C(NCCN1C(=O)S/C(=C\c2ccc(Cl)cc2)C1=O)c1ccc(F)c(S(=O)(=O)N2CCOCC2)c1	5.3	-5	2	-1	-4	1	17	-48	2
46	COC(=O)Cc1cc(=O)n2[nH]cnc2n1	0.3	-5	6	1	-6	1	4	5	0
47	C=CCn1c(O)c(C=Nc2ccc(CN3CCCCC3)cc2)c(=O)[nH]c1=S	4.4	9	-1	-11	-2	3	-7	13	0
48	COc1ccc(C(=O)N2CCN(c3cnn(-c4ccccc4)c(=O)c3Cl)CC2)cc1	0.7	-3	4	-12	1	4	5	9	1
49	CCc1ccc(N2CC(C(=O)N3CCCC3)CC2=O)cc1 (stereo unspecified)	-1.2	1	0	-2	1	7	9	5	0
50	CCCC1(C)Nc2ccccc2-c2nc3ccccc3n21 (stereo unspecified)	0.4	6	2	-5	0	3	0	26	0
51	CCc1c(C)c2ccc(OCC(=O)OC)cc2oc1=O	0.4	-1	-14	-3	0	1	-4	-13	1
52	Cc1cc(C)c(S(=O)(=O)c2ccc(F)cc2)c(C)c1	-0.9	-18	9	-3	-1	-1	1	-3	-1
53	CC1CCN(C(=S)c2cccc(O)c2)CC1	-5.5	6	4	-12	8	0	-8	13	-1
54	O=C(Nc1ccccc1Cl)c1cc(C2CCCN(C(=O)CCc3ccccc3)C2)on1 (stereo unspecified)	.	-13	4	-2	-1	4	-4	.	0
55	Cc1cc2nnc(SCC(=O)NCC3CCCO3)n2c2ccccc12 (stereo unspecified)	-2.3	6	0	0	2	-12	-5	11	1
56	CCN1C(C)=C(C)S/C1=C1\SC(=S)N(NC(C)=O)C1=O	-0.2	-5	-2	-1	-7	13	7	-5	1
57	O=C(CCN1CCN(c2ccc([N+](=O)[O-])cc2)CC1)c1ccc(Cl)cc1	0.4	9	-19	-1	-10	5	-10	8	7
58	O=C(COC(=O)c1ccc(CNS(=O)(=O)c2ccc(F)c(Cl)c2)cc1)NC1CCCCCCC1	1.5	-4	-2	0	-4	4	1	-2	1
59	CC(=O)Oc1cccc(C(=O)Nc2ccc(NC(=O)c3cccs3)cc2)c1	1.9	-2	8	-4	-7	15	-4	11	7
60	CC(=O)OCC(=O)Nc1ccc(Br)c(C)c1	-0.1	-8	9	0	8	-2	-6	1	2
61	O=C(COc1ccc(Cl)cc1Cl)N/N=C/c1cccnc1	0.7	-8	-3	0	0	7	8	-9	4
62	CCOc1ccc(C2=CC(=O)C[C@H](c3ccc(OC)cc3)C2)cc1	0.5	5	-1	-10	-7	13	-6	-6	1
63	N#CCc1ccc(OC(=O)c2ccncc2)cc1	-1.4	-12	3	6	-3	10	-5	-7	1
64	COc1ccc(-n2cnnc2SC(C)C(=O)Nc2cccc([N+](=O)[O-])c2)cc1 (stereo unspecified)	-1.5	4	4	-1	0	-1	-2	32	1
65	Cc1cccc(OCCC(=O)Nc2nnc(C)s2)c1	0.2	9	-3	1	-11	12	1	-20	0
66	CCOC(=O)c1ccc(NC(=O)C2(c3ccccc3)CCCC2)cc1	5.7	3	3	-3	-5	-2	0	-11	-1
67	O=C(NCCC1=CCCCC1)NC1CCCCC1	-0.4	9	5	-5	1	-1	3	2	0
68	Cc1ccc(C(=O)C(C)OC(=O)CCS(=O)(=O)c2ccc(C)cc2)cc1 (stereo unspecified)	-3.4	-3	4	-6	-7	11	16	7	1
69	COc1ccc(-c2csc(Cc3nc(O)cs3)n2)cc1	0.5	7	7	0	-2	-2	-8	26	1
70	COc1cccc(C(=O)Nc2c(F)cccc2F)c1	0.2	-1	10	2	7	-5	-3	0	0
71	O=C1C[C@@H]2c3c(cccc3CN1Cc1ccc(F)cc1)C[C@@H](O)[C@H]2O	-1.0	3	-1	2	-13	6	1	-3	8
72	O=C(c1cccc(S(=O)(=O)Nc2ccc(Br)cc2)c1)N1CCC1	-0.4	-2	4	-1	-2	3	-4	-5	4
